Screening results (PubChem BioAssay)
Mtb UGM inh: M. tuberculosis UGM enzyme inhibitors, primary screen, biochemical, fluorescence polarization, single point. UDP-galactopyranose mutase (Mycobacterium tuberculosis (strain ATCC 25618 / H37Rv)), …. purified UGM, fluorescence polarization probe displacement. inhibition, % at 10 µM. 0.06% of 320,000 active; in the data active means inhibition above about 10%, passing the limit was not always enough
GDH-TPI counter: GDH-TPI coupling enzyme inhibitors, primary screen, artefact control for M. tuberculosis FBA inhibitor project, biochemical, absorbance, full deck. GDH-TPI coupled enzyme counterscreen, NADH absorbance. inhibition, % at 4.8 µM. 1.2% of 360,000 active; in the data active means inhibition above about 30%;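 further: 0% = DMSO wells and 100% = wells lacking the enzyme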
BH1578 lux ind: inducers of Vibrio cholerae quorum light production without autoinducers, primary screen, BH1578 luxS cqsA deficient, single point; activation, % at 18.7 µM; V. cholerae BH1578 lux reporter, luminescence, 6 h; 0.16% of 350,000 active; in the data active means activation mostly above about 9.7%, no sharp cut-off; further: not every result past the cut was called active; inactives centre near 0; reference of the scale not given here
MazEF act: activators of E. coli MazEF toxin-antitoxin RNase, primary screen, biochemical, fluorescence, uHTS. Endoribonuclease toxin MazF (Escherichia coli (strain K12)), P0AE70. FAM/BHQ RNA-DNA oligo cleavage fluorescence, 5 h. activation, % at 20 µM. 0.32% of 350,000 active. AID 504720, 2011; in the data active means activation above about 50%
Target sequence (P0AE70 whole entry, looked up): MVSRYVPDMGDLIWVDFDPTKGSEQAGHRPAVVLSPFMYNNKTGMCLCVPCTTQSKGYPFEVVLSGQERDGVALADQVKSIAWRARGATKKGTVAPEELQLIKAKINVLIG
Rv3671c inh: Rv3671c serine protease inhibitors, primary screen, biochemical, fluorescence polarization, M. tuberculosis H37Rv. inhibition, % at 5.96 µM. 0.048% of 320,000 active. P9WHR9; in the data active means inhibition above about 38%;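 further: extracellular domain of Rv3671c used as enzyme; 0% = enzyme with DMSO and 100% = no enzyme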
Target sequence (P9WHR9 whole entry, looked up, the tested form may be a part): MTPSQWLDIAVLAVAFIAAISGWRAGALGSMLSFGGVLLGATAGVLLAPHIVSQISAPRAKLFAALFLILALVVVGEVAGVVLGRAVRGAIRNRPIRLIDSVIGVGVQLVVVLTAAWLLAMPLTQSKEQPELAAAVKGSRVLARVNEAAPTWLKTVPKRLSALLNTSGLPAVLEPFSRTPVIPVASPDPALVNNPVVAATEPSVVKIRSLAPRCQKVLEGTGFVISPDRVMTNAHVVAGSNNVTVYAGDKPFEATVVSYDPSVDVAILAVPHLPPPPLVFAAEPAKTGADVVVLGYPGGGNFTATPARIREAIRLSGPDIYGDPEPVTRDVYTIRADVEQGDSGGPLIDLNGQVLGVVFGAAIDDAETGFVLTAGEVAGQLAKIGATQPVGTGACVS
SARS 3CLpro inh: SARS-CoV 3CLpro protease inhibitors, primary screen, biochemical, quenched FRET | Replicase polyprotein 1ab (Severe acute respiratory syndrome coronavirus), P0C6X7 | recombinant SARS-CoV 3CLpro, quenched FRET peptide cleavage | inhibition, % at 6 µM | 0.14% of 290,000 active; in the data active means inhibition above about 12%
FBA Mtb inh: Mtb FBA enzyme inhibitors, primary screen, biochemical, fluorescence, strain H37Rv; purified M. tuberculosis FBA, fluorescence read-out; inhibition, % at 1 µM; 2.3% of 360,000 active; AID 588726, 2011; in the data active means inhibition above about 27%;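 further: 0% = vehicle and 100% = reference inhibitor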
Target sequence (P9WQA3 whole entry, looked up): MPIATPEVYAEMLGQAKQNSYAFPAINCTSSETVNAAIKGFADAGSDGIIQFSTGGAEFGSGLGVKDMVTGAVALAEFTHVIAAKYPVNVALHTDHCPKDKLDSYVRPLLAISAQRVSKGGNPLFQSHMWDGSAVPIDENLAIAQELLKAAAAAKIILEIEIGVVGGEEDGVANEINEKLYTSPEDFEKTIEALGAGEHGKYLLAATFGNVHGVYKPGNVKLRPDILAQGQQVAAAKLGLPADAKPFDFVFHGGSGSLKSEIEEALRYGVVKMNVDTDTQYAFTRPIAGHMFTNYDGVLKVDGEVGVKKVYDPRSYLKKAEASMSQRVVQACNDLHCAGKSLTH
SSB-PriA inh: inhibitors of Klebsiella pneumoniae PriA binding to SSB C-terminal tail, primary screen, biochemical, AlphaScreen. PriA–SSB C-terminal tail interaction (Klebsiella pneumoniae). inhibition, % at 33 µM. 0.6% of 430,000 active. AlphaScreen SSBct-PriA binding, biotinylated peptide; in the data active means inhibition mostly above about 37%, no sharp cut-off; inactive means mostly below about 20%;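 further: plate controls were negative control peptide for no effect and reference peptide for full effect; strong numbers were not always called active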
Mtb BioA inh: M. tuberculosis BioA enzyme inhibitors, primary screen, biochemical, plate reader, single point, HTS | 7,8-diaminopelargonic acid synthase BioA (Mycobacterium tuberculosis) | purified M. tuberculosis BioA enzyme | inhibition, % at 9.99 µM | 0.096% of 360,000 active | AID 602481, 2012; in the data active means inhibition above about 40%
VHR inh abs: VHR1 phosphatase inhibitors, primary screen, biochemical, absorbance, uHTS; AID 1654, 2009; recombinant VHR phosphatase, pNPP absorbance; Dual specificity protein phosphatase 3 (Homo sapiens), P51452; inhibition, % at 13.3 µM; 0.52% of 290,000 active; in the data active means inhibition above about 50%; further: some compounds called inactive have numbers as strong as hits
Target sequence (P51452 whole entry, looked up): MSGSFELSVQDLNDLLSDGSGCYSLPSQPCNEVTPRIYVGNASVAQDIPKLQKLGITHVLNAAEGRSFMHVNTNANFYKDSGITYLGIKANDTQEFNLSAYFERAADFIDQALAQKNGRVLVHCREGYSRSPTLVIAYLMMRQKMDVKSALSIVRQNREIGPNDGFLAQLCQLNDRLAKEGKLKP
Starred values were filed as active, the others as inactive; i = inactive; nt = no result given; & = joins results of further samples.

SMILES | Mtb UGM inh | GDH-TPI counter | BH1578 lux ind | MazEF act | Rv3671c inh | SARS 3CLpro inh | FBA Mtb inh | SSB-PriA inh | Mtb BioA inh | VHR inh abs
Cc1ccccc1OCC(=O)NCCS(=O)(=O)N1CCN(c2ccc(F)cc2)CC1 | 0.9 | -1 | 0.7 | -1 | -1 | nt | 1 | -6 | 0.2 | nt
NC(=O)c1ccsc1NC(=O)C1CCCN1S(=O)(=O)c1ccc(Cl)cc1 (configuration not stated) | -0.6 | -1 | i | 0 | -2 | 0 | -2 | -2 | 0.8 | -8
C[C@H]1COC(=O)[C@H](CC(=O)OC(C)(C)C)C/C=C\C[C@H](CC(=O)N(CCO)Cc2ccccc2)C(=O)N1 | 0.8 | 4 | i | 3 | 6 | nt | 0 | -11 | -2.0 | nt
COc1cc(C(=O)NC2CCCc3c2cnn3-c2ccccc2F)cc(OC)c1OC (configuration not stated) | 1.0 | 3 | 7.1 | 4 | -1 | 3 | 2 | 13 | -0.1 | 10
CC(=O)NCCCc1nc2ccccc2n1Cc1ccc(C)cc1 | 0.1 | -2 | i | 8 | 3 | 1 | -5 | -6 | 3.9 | 3
CCOC(=O)C(O)(c1ccc(N(CC)C(=O)COc2ccccc2)cc1)C(F)(F)F (configuration not stated) | -5.5 | -6 | -0.3 | -4 | -2 | 6 | 1 | 5 | nt | 7
Cc1c(-c2ccccn2)c(=O)[nH]n1-c1ccc(F)cc1 | 4.1 | 13 | -0.8 | 3 | 4 | -3 | -3 | -6 | nt | 2
CCOC(=O)N1CCN(C(=O)CCN2C(=O)COc3ccc(C)cc32)CC1 | 2.5 | 10 | 1.5 | -6 | 4 | 3 | -1 | -9 | -0.4 | 17
O=c1c(Cc2c(F)cccc2Cl)c(O)ccn1CCCn1ccnc1 | -3.1 | -1 | 0.6 | 10 | 5 | -1 | 0 | -4 | nt | 17
Cc1nn(Cc2ccc([N+](=O)[O-])cc2)c(=O)n1-c1ccc(Cl)cc1 | -1.3 | 6 | i | 3 | -9 | 2 | 2 | 16 | 1.1 | 21
CCOC(=O)c1c(N)nn(C(=O)c2ccccc2)c1-c1ccccc1 | -0.1 | 10 | 0.4 | -2 | 12 | 0 | -1 | -6 | -0.9 | 1
Cc1cc(C)cc(NC(=O)CC2NCCNC2=O)c1 (configuration not stated) | -4.6 | 9 | 0.1 | 0 | 3 | 1 | 4 | -5 | -3.5 | 37
CCn1cc(C(=O)O)c(=O)c2cc(F)c(N3CCN(S(=O)(=O)c4ccc5c(c4)OCCO5)CC3)cc21 | -0.5 | 3 | -0.5 | 6 | -2 | -2 | 0 | -3 | nt | 10
COC(=O)c1cn[nH]c1NC(=S)Nc1ccc(Cl)c(Cl)c1 | 3.1 | 5 | -0.2 | -2 | -3 | -1 | 1 | -15 | -0.7 | -4
Cc1ccc(NC(=O)CSc2nnc(C)c(=O)n2N)cc1 | 0.1 | 9 | i | 5 | 5 | 3 | 2 | -6 | nt | 13
CCCOc1cccc(C(=O)N(Cc2ccco2)C2CCS(=O)(=O)C2)c1 (configuration not stated) | -0.7 | 11 | -0.4 | -4 | 4 | -9 | 2 | 3 | -0.4 | 0
NC(Cc1ccc(C(F)(F)F)cc1)c1csc(Nc2cc(Oc3ccccc3)ncn2)n1 (configuration not stated) | nt | 11 | i | nt | nt | nt | -2 | nt | -1.4 | nt
Cc1cc(C)n(CC(=O)N/N=C/c2c[nH]c3ccccc23)n1 | 0.1 | 2 | i | -3 | -4 | -1 | -1 | nt | nt | -6
C[C@H](CO)N1C[C@H](C)[C@@H](CN(C)Cc2ccc(-c3ccccc3)cc2)Oc2c(NC(=O)Nc3ccc4c(c3)OCO4)cccc2C1=O | -2.2 | -3 | -0.4 | 0 | -9 | nt | 0 | 14 | 6.1&1.6 | nt
COCCn1c(=S)[nH]c2cc(C(=O)N3CCc4ccccc4C3)ccc2c1=O | 0.0 | -2 | i | 5 | 3 | -2 | 1 | -2 | nt | 37
Cc1cc(=O)[nH]c(N/N=C/c2ccc(O)c(O)c2)n1 | 0.1 | 27 | -2.2 | 6 | 0 | 3 | -1 | nt | nt | -11
Cc1cc(Cl)c(S(=O)(=O)N2CCCC2)cc1OCC(=O)NC1CCCCC1 | -1.8 | -1 | -1.9 | -3 | 4 | 5 | 4 | -14 | 1.8 | 37
Cc1ccc(C)c(CC(=O)N2CCCC(c3cc(C(=O)Nc4ccccc4Cl)no3)C2)c1 (configuration not stated) | nt | 8 | i | nt | nt | nt | -2 | nt | -1.6 | nt
O=C(c1ccc(N2CCCCC2)c([N+](=O)[O-])c1)N1CCOCC1 | -5.7 | 10 | i | 3 | -3 | 1 | -4 | -1 | 0.9 | 24
CC12CCC(=O)N1C(C(=O)Nc1ccc(SC(F)F)cc1)CS2 (configuration not stated) | -0.6 | -5 | i | -6 | 4 | nt | -2 | 2 | 0.5 | nt

Five of these compounds in a different format.
compound,Mtb UGM inh,GDH-TPI counter,BH1578 lux ind,MazEF act,Rv3671c inh,SARS 3CLpro inh,FBA Mtb inh,SSB-PriA inh,Mtb BioA inh,VHR inh abs
O=c1c(Cc2c(F)cccc2Cl)c(O)ccn1CCCn1ccnc1,-3.1,-1,0.6,10,5,-1,0,-4,nt,17
Cc1nn(Cc2ccc([N+](=O)[O-])cc2)c(=O)n1-c1ccc(Cl)cc1,-1.3,6,i,3,-9,2,2,16,1.1,21
CCOC(=O)c1c(N)nn(C(=O)c2ccccc2)c1-c1ccccc1,-0.1,10,0.4,-2,12,0,-1,-6,-0.9,1
Cc1cc(C)cc(NC(=O)CC2NCCNC2=O)c1 (configuration not stated),-4.6,9,0.1,0,3,1,4,-5,-3.5,37
CCn1cc(C(=O)O)c(=O)c2cc(F)c(N3CCN(S(=O)(=O)c4ccc5c(c4)OCCO5)CC3)cc21,-0.5,3,-0.5,6,-2,-2,0,-3,nt,10

Carrying on:
SMILES | Mtb UGM inh | GDH-TPI counter | BH1578 lux ind | MazEF act | Rv3671c inh | SARS 3CLpro inh | FBA Mtb inh | SSB-PriA inh | Mtb BioA inh | VHR inh abs
CCOC(=O)C1CCCN(C(=O)CNC(=O)c2nn(-c3ccc(OC)c(Cl)c3)c(=O)c3ccccc23)C1 (configuration not stated) | 0.2 | 1 | -0.5 | 5 | -3 | 1 | -2 | -9 | 0.4 | 31
C=COCCNC(=O)Nc1ccc(Cl)c(Cl)c1 | 0.4 | 5 | -5.9 | 4 | -11 | 4 | -2 | -2 | -6.7 | 9
COc1ccc(NC(=O)CCCNC(=O)c2ccc(Cl)cc2)cc1OC | -1.5 | 2 | i | 0 | -2 | 1 | 1 | -5 | 2.2 | -20
COc1ccc(NC(=O)NCc2ccccn2)c(OC)c1 | -0.8 | -2 | -0.1 | 9 | 2 | 1 | -1 | -17 | 0.2 | 28
Cc1ccc(OCc2nnc(SCc3ccc(C#N)cc3)n2-c2ccc(C)cc2)cc1 | 1.5 | 9 | -0.4 | -6 | -1 | 3 | 3 | -15 | 0.1 | 10
COCCCNS(=O)(=O)c1ccc(OC)c(Cl)c1Cl | 0.5 | 8 | i | 8 | -12 | -2 | 0 | -2 | -1.4 | 6
Cc1c(C(C)C)c(=O)n(-c2ccc(S(=O)(=O)NC3CCCCC3)cc2)n1C | -2.8 | 5 | 0.2 | -1 | 3 | 8 | -1 | -12 | nt | 7
CCOC(=O)c1c(C)[nH]c(C)c1C(=O)COC(=O)c1ccc(S(=O)(=O)N(CC)CC)cc1 | -0.7 | 12 | -0.1 | -8 | -4 | 1 | -4 | 16 | 0.4 | 21
CCCc1ccc(OCc2ccc(C(=O)N3CCSCC3)o2)cc1 | 0.0 | 5 | -0.1 | 10 | 1 | 10 | 4 | -10 | -0.3 | -5
COc1cc(CC(=O)O)ccc1OCc1ccccc1 | 3.8 | 6 | -0.8 | 3 | 1 | 4 | 3 | 4 | 2.1 | 23
CCOC(=O)c1ccc(N2C=C(C(=O)OC)C(c3cccc(O)c3)C(C(=O)OC)=C2)cc1 | 1.0 | 7 | i | 1 | -3 | 2 | 111* | -10 | nt | nt
Cc1ccccc1-c1nc(CS(=O)(=O)CC(=O)NC2CCCC2)c(C)o1 | -2.9 | -6 | i | 1 | -20 | -5 | 2 | -12 | 0.0 | 68
COC(=O)c1cc(C(=O)Nc2nnc(CC(C)(C)C)s2)cc([N+](=O)[O-])c1 | 0.9 | 6 | -3.8 | 1 | -5 | -3 | -2 | 7 | 0.3 | 3
Cn1c(=O)c2[nH]c(CNCc3ccccc3Cl)nc2n(C)c1=O | 2.8 | 5 | -0.2 | 1 | -2 | -7 | -3 | 3&-3 | 0.4 | 16
Cc1cc(Cl)ccc1OCC(=O)N1CCN(c2ncccn2)CC1 | 0.6 | -1 | -0.3 | 7 | 8 | 1 | 3 | -14 | nt | 11
CCOC(=O)c1[nH]c2ccccc2c1NC(=S)Nc1cc(C)ccc1C | 2.5 | 0 | -0.2 | 2 | 11 | 0 | 9 | 5 | -0.4 | 4
O=c1c2[nH]cnc2n(-c2ccc(F)cc2)c(=O)n1Cc1ccccc1 | -2.1 | -5 | -1.3 | -1 | 0 | 2 | -1 | -8 | 0.0 | 24
CCOC(=O)C1=C(C(C)=O)C(c2cccnc2)C(C#N)=C(N)O1 (configuration not stated) | 0.3 | -7 | 2.1 | -2 | 9 | 0 | 8 | -16 | nt | 35
CCC1(c2ccc(F)cc2)NC(=O)N(CC(=O)N2CC(=O)Nc3ccccc32)C1=O (configuration not stated) | -0.8 | 6 | i | -9 | 3 | nt | 29* | -14 | -0.4 | nt
COc1ccc(CCN2C(=O)CS/C2=N\NC(=O)c2ccc(C(C)(C)C)cc2)cc1OC | 1.5 | 6 | i | 1 | 2 | 1 | -2 | nt | 0.9 | 17
O=C(c1cc2cc([N+](=O)[O-])ccc2oc1=O)N1CCOCC1 | 2.0 | 14 | -0.1 | -8 | 6 | -1 | -1 | -11 | nt | 8
Cc1ccc(CCNC(=O)CN2C(=O)COc3ccc(S(=O)(=O)N4CCC(C)CC4)cc32)cc1 | -0.1 | 1 | 0.0 | -1 | 0 | 10 | 1 | -13 | 0.5 | -9
C=CCNC(=O)NC(=S)c1ccccc1 | -0.1 | -1 | -8.4 | 0 | 5 | 1 | 2 | -5 | -0.7 | -16
COCCC1CCCCN1Cc1cn(-c2ccccc2)nc1-c1ccc2c(c1)OCO2 (configuration not stated) | -0.7 | -1 | -0.1 | 0 | 3 | 2 | 12 | -16 | nt | 0
CCOP(=O)(OCC)c1nc(-c2cccc3ccccc23)oc1NCCc1ccc(OC)cc1 | -2.0 | 7 | i | -12 | 7 | -4 | 168* | -73 | -0.3 | 2
O=S1(=O)N=C(N2CCOCC2)c2ccccc21 | 0.2 | 9 | -3.4 | -4 | -5 | 1 | 5 | 6 | -2.6 | 41
COc1ccccc1N1CCN(c2nnc(-c3ccc(F)cc3)c3ccccc23)CC1 | 1.9 | -2 | i | -1 | 1 | -4 | -1 | -7 | -0.8 | 28
O=C(OCC(=O)N(CCc1ccccc1)Cc1ccccc1)c1cccc(S(=O)(=O)N2CCOCC2)c1 | nt | 4 | -13 | -5 | nt | nt | 3 | 0 | -2.6 | nt
COc1ccccc1NC(=O)NNC(=O)C(C)Oc1ccc2ccccc2c1 (configuration not stated) | 1.4 | 2 | -0.5 | 3 | nt | 2 | 0 | -1 | 0.1 | 24
Cc1cccc2c1[nH]c1nc(N/N=C\c3ccco3)nnc12 | -4.3 | nt | nt | nt | 12 | 0 | nt | nt | nt | 4

Only part of the results is shown (hit frequency here may not be typical).
